Statin myotox sup – suppressors of simvastatin-induced myotoxicity in C2C12 myotubes; ATP luminescence, 48 h; scaled: DMSO 0, geranylgeraniol control 100; AID 602340; rescue of ATP level, % at 7.49 µM; hit rate 0.78% among 330,000;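 active = mean ATP rescue above about 67%, or every replicate alone reaching that limit, limit read from the data, passing the limit was not always enough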;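 note: myotubes were challenged with 10 µM simvastatin during compound exposure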
SIRT5 inh – inhibitors of human sirtuin-5 desuccinylase | inhibition, % at 15 µM | Purified SirT5, succinyl-peptide AMC, trypsin-coupled fluorescence | hit rate 1.1% among 330,000 | Q9NXA8; in the data active = inhibition above about 15%
Cneo AK release – causes C. neoformans cell lysis | AID 651654 | hit rate 0.2% among 360,000 | adenylate kinase release luminescence, 4 h; normalised: neutral wells 0, clomiphene wells 100 | lysis activity, % at 15 µM;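 active = mean lysis activity across replicates of at least 80%, whatever share of replicates individually reach that level; inactive = mean lysis activity below 80%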
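Material: C. neoformans cells; Schedule: 4 h static compound exposure, 37 °C, read 1 h post-reagent; Measured by: adenylate kinase release luminescence; Read-out: signal increase indicating cell lysis; Controls: Clomiphene as positive lysis control.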
S100A4 inh HTS – S100A4-myosin IIA interaction inhibition | P26447 | inhibition, % at 10.7 µM | S100A4/TAMRA-MyoIIA peptide fluorescence polarization | hit rate 0.14% among 360,000;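 active = mean inhibition of at least 70% across replicates, with every replicate also reaching that level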
Target sequence (P26447 whole entry, looked up): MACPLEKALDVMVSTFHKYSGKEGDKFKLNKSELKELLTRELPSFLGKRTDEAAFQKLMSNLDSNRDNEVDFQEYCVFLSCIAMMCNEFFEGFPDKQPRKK
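System – human S100A4 monomer protein, biochemical binding assay · Buffer or medium – Calcium-containing HEPES buffer, pH 7.2 · Timing – 5 min between mix addition and reading · Also added – TAMRA-labelled myosin IIA heavy-chain peptide probe, 5 nM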
ERAP1 HTS inh – blocks human ERAP1 aminopeptidase activity. Q9NZ08. recombinant ERAP1, Leu-AMC fluorescence, 60 min. inhibition, % at 10.7 µM. hit rate 0.15% among 340,000;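 active = mean replicate inhibition of at least 30%, or all replicates individually reaching that 30% level; inactive = mean below 30% and not every replicate reaching it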;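 note: 0% = neutral control wells and 100% = L-leucinethiol positive control wells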
Target sequence (Q9NZ08 whole entry, looked up): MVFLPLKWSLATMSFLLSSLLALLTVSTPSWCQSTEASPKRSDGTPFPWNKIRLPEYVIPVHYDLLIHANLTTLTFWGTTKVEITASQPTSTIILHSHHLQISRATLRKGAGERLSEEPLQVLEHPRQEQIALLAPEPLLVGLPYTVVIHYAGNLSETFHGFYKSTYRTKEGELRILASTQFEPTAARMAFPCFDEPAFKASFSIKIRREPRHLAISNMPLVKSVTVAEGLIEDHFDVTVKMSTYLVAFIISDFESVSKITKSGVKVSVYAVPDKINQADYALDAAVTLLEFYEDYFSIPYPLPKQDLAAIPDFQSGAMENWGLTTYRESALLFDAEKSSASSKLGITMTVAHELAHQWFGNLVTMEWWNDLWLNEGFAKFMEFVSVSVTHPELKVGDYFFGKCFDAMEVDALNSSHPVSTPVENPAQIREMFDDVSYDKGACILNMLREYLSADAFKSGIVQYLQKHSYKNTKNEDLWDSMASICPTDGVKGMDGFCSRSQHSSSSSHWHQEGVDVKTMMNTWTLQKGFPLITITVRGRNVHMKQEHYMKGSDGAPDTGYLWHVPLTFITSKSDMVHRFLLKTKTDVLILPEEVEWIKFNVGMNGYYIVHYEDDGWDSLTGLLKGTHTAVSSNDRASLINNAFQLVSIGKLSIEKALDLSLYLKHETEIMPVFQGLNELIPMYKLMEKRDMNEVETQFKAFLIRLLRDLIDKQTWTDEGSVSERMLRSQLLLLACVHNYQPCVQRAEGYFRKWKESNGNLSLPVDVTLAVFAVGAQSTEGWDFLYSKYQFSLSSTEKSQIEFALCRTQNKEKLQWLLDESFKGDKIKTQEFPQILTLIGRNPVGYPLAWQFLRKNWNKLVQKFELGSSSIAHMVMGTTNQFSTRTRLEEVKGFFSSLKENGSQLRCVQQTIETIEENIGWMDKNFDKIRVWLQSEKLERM
LGR2 antag – blocks bursicon-induced cAMP signaling via Drosophila LGR2 | HEK293 LGR2, CRE-luciferase, bursicon-stimulated, 4 h | inhibition, % at 9.99 µM | hit rate 0.35% among 380,000 | AID 720647;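 active = drop in luminescence signal, shown as inhibition above about 50% in the replicate tests, limit read from the data, passing the limit was not always enough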;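 note: agonist challenge used bursicon conditioned medium at about half maximal strength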
XiGFP reactiv – reactivates the inactive X chromosome in mouse fibroblasts; XiGFP mouse fibroblasts, % GFP-positive cells imaging, 3 d; cells co-treated with 5-aza-dC sensitizer; scaled so ellipticine positive control = 100%; activation, % at 7.58 µM; hit rate 0.055% among 360,000;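 active = mean normalized replicate activation at least 10% and every replicate at or above 10%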;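 note: 0% = median of on-plate neutral control wells and 100% = ellipticine 6 µM median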
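Material: SV40-immortalized XiGFP fibroblast cells, line 68-5-11 | Buffer or medium: DMEM containing 5-aza-dC | Dosing: One concentration, pinned | Times: 3 d treatment, 15 min room-temperature fixation | Controls: Ellipticine 6 µM positive control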
PGC1a acetyl inh – lowers PGC1a acetylation signal in U2OS cells; AlphaScreen anti-acetyl-lysine; with virally co-expressed GCN5 acetyltransferase; inhibition, % at 15.6 µM; hit rate 0.17% among 350,000; AID 651687;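 active = every replicate shows inhibition of at least 40%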;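 note: 0% = neutral control wells and 100% = positive control wells; some results beyond the cut were filed as inactive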
* hit, by the source's call; . = no result given. Some of the compounds tested; the hit share may differ from the screen's.

SMILES	Statin myotox sup	SIRT5 inh	Cneo AK release	S100A4 inh HTS	ERAP1 HTS inh	LGR2 antag	XiGFP reactiv	PGC1a acetyl inh
NNC(=O)CNC(=O)c1cccc(Br)c1	-13	-2	-1	-6	-9	.	.	7
Cc1cc(C)nc(SCc2nnc(SCC(=O)Nc3ccc(Cl)c(C(F)(F)F)c3)o2)n1	-15	.	-2	.	.	-17	.	10
O=C(CCCN1C(=O)/C(=C/c2ccccc2)SC1=S)Nc1ccc(O)cc1	.	3	.	2	-2	5	0.1	.
COCCNC(=O)CSc1nccn1Cc1ccc2c(c1)OCO2	.	0	.	-6	-1	-8	0.0	4
COc1ccc(/C=C(\C#N)C(=O)ONC2=NCCCCC2)cc1	.	2	.	-2	1	-39	0.1	.
COc1cccc(NC(=O)CN(c2cccc(F)c2)S(C)(=O)=O)c1	-4	2	-2	-1	-2	.	.	1
NC(=O)c1ccc(NS(=O)(=O)c2ccc(Br)s2)cc1	-3	1	3	-3	0	-5	0.3	1
Cc1ccccc1CN1CCC(C(=O)Nc2ccc(Oc3cccnc3)cc2)CC1	-13	-5	-2	1	1	8	0.0	15
O=C(NCc1ccccc1Cl)c1ccc2c(c1)OCO2	11	-4	-2	-1	-2	-6	0.1	-1
COC(=O)[C@]12CCCCC=C1N(Cc1ccc(Cl)cc1Cl)C(=O)[C@H](CC(=O)NCCCCc1ccccc1)C2	.	-4	.	4	-1	1	-0.1	.
COc1cccc(NC(=O)CCc2nc(-c3ccccc3F)no2)c1	-6	.	-1	.	.	-8	.	4
CCCc1ccc(S(=O)(=O)Nc2ccc(C)c(NS(C)(=O)=O)c2)cc1	.	2	1	32	-4	-5	0.3	-5

Arranged by value in LGR2 antag (rising): 3 from the list above.
| SMILES | LGR2 antag |
| --- | --- |
| Cc1cc(C)nc(SCc2nnc(SCC(=O)Nc3ccc(Cl)c(C(F)(F)F)c3)o2)n1 | -17 |
| O=C(NCc1ccccc1Cl)c1ccc2c(c1)OCO2 | -6 |
| CCCc1ccc(S(=O)(=O)Nc2ccc(C)c(NS(C)(=O)=O)c2)cc1 | -5 |

Next records follow.
SMILES	Statin myotox sup	SIRT5 inh	Cneo AK release	S100A4 inh HTS	ERAP1 HTS inh	LGR2 antag	XiGFP reactiv	PGC1a acetyl inh
CC1=C(C(=O)OCc2ccccc2)C(c2ccccc2OC(F)F)NC(=O)N1 (centres undefined)	8	.	1	.	.	21	.	-12
O=C(COC(=O)c1cc2ccccc2cc1O)NC(=O)NCc1ccco1	.	-4	.	-1	-1	-15	0.0	-16
COc1cnn(-c2ccc([N+](=O)[O-])cc2)c(=O)c1Cl	.	-1	0	3	2	.	0.0	-4
COc1ccc(OC)c(NCc2nnc(-c3ccccc3)o2)c1	-4	2	-1	-1	0	-5	0.0	0
Cc1cc(NS(=O)(=O)c2ccc(NC(=O)COc3ccc(C#N)cc3)cc2)nc(C)n1	-4	-2	2	-8	-2	8	0.2	2
CCCCC(=O)N(C)c1c(CC)nc2c(OCCC3CCCCC3)cccn12	-6	4	7	-5	-2	26	0.0	-8
O=C(Oc1cccc2ccccc12)C1CC1	5	6	2	2	-3	7	0.0	10
O=C(NC(Cc1c[nH]c2ccccc12)C(=O)O)/C(=C/c1ccc2c(c1)OCO2)NC(=O)c1ccccc1 (centres undefined)	0	2	.	-1	0	.	0.0	-2
O=C(NC1CCCCC1)C(c1ccncc1)N(C(=O)c1csnn1)c1ccccc1 (centres undefined)	1	-2	-1	3	4	7	0.1	-2
O=C(NNC(=O)c1cc2cc(OC(F)(F)F)ccc2[nH]1)c1cccc(C(F)(F)F)c1	-15	-1	.	-16	6	7	0.0	.
CCC(CC)=NNc1ccc(S(N)(=O)=O)cc1[N+](=O)[O-]	.	-1	0	4	2	21	-0.2	-2
CC1CCCCC1NS(=O)(=O)c1ccc(S(=O)(=O)N2CCN(CCC#N)CC2)cc1 (centres undefined)	-21	.	-3	-13	0	-1	0.2	7

The last three entries of the part above come first, to join the parts.
SMILES	Statin myotox sup	SIRT5 inh	Cneo AK release	S100A4 inh HTS	ERAP1 HTS inh	LGR2 antag	XiGFP reactiv	PGC1a acetyl inh
O=C(NNC(=O)c1cc2cc(OC(F)(F)F)ccc2[nH]1)c1cccc(C(F)(F)F)c1	-15	-1	.	-16	6	7	0.0	.
CCC(CC)=NNc1ccc(S(N)(=O)=O)cc1[N+](=O)[O-]	.	-1	0	4	2	21	-0.2	-2
CC1CCCCC1NS(=O)(=O)c1ccc(S(=O)(=O)N2CCN(CCC#N)CC2)cc1 (centres undefined)	-21	.	-3	-13	0	-1	0.2	7
CCCCCN(C(=O)CCC(=O)OCCOc1ccccc1)c1c(N)n(CCCC)c(=O)[nH]c1=O	1	-1	1	3	-2	3	0.0	2
COc1ccc(S(=O)(=O)N(C)C[C@@H]2Oc3cc(C4=CCCC4)ccc3S(=O)(=O)N([C@@H](C)CO)C[C@@H]2C)cc1	-28	7	54	-12	-1	-2	-0.9	0
C[C@@H]1CN([C@H](C)CO)C(=O)c2cc(NC(=O)Nc3ccc4c(c3)OCO4)ccc2O[C@H]1CN(C)S(=O)(=O)c1ccc(F)cc1	-11	1	6	0	-1	-9	0.0	-2
C[C@@H]1CCCCO[C@@H](CN(C)C(=O)c2ccccc2)[C@H](C)CN([C@@H](C)CO)C(=O)c2cc(NC(=O)CCCN(C)C)ccc2O1	40	1	38	3	2	11	0.1	-12
COC(=O)C[C@H]1CC[C@H]2[C@H](COc3ccc(NC(=O)Nc4cc(C)cc(C)c4)cc3C(=O)N2C)O1	-5	6	1	5	4	-6	0.3	.
Cc1ccc(NNC(=O)c2ccno2)c(C)c1	.	-1	1	-7	1	-3	0.4	2
Cc1ccc(SCC(=O)NNC(=O)CCS(=O)(=O)c2ccccc2)cc1	6	-1	0	-3	2	16	-0.1	17
CCN1C(=O)[C@H]2[C@@H](c3ccc(-c4ccc(C(C)=O)cc4)c(OC)c3)N3CCCC[C@@]3(C(=O)OC)[C@H]2C1=O	5	-3	1	3	-1	23	-0.1	1
CN(C)C(=O)[C@@H]1[C@@H](CO)[C@@H]2Cn3c(cccc3=O)[C@@H]2N1C(=O)C1CCCCC1	-10	-1	-3	6	0	-5	0.1	.
O=C(COc1cc(Cl)c(Cl)cc1Cl)N1CCN(c2ccccn2)CC1	.	-8	.	1	-11	-20	0.1	12
COc1cc(/C=C/CNC[C@H]2O[C@@H](n3ccc(=O)[nH]c3=O)[C@H](O)[C@@H]2O)ccc1O	4	-2	2	-9	1	12	0.4	6
Cc1ccc(S(=O)(=O)Nc2c(C(=O)O)[nH]c3ccccc23)cc1C	8	-1	1	-1	5	-3	0.1	8
C[C@H](CO)N1C[C@H](C)[C@@H](CN(C)C(=O)Nc2cc(F)ccc2F)Oc2cc(-c3cccc(F)c3)ccc2S1(=O)=O	-65	6	40	3	1	-2	-0.4	3
Cc1ccc(S(=O)(=O)N2CCCCC2C(=O)N2CCN(c3ccccc3F)CC2)cc1 (centres undefined)	.	-3	.	1	0	18	.	.
O=C(Cc1cccc2ccccc12)N/N=C/c1ccc(F)cc1	30	.	0	.	.	14	.	-7
C[C@@H]1CCCCO[C@@H](CN(C)S(C)(=O)=O)[C@H](C)CN([C@H](C)CO)C(=O)c2cc(NC(=O)Nc3ccc(C(F)(F)F)cc3)ccc2O1	.	1	0	11	-1	1	1.2	-6
COc1ccccc1-c1ccc([C@@H]2C[C@H]3[C@@H](CN2)CON3C)cc1	3	-5	-1	-7	0	5	0.2	11
C=CCNC(=S)NC(=O)c1ccc(C)c(Br)c1	.	-2	.	-19	-2	-42	-0.3	-8
Nc1c(C(=O)Nc2cccc(C(=O)O)c2)sc2nc3c(cc12)CCCC3	-12	7	-10	-14	-14	76*	-0.1	1
CCOC(=O)c1ccccc1NC(=O)COC(=O)c1ccccc1C(=O)N(C)c1ccccc1	0	-2	2	-3	0	3	0.3	.
Cc1ccc(S(=O)(=O)N(C)C[C@@H]2Oc3ncc(Br)cc3C(=O)N([C@@H](C)CO)C[C@@H]2C)cc1	7	-9	2	2	.	-4	1.0	-6
COc1ccc(CCNC(=O)CCCOc2ccc(C)cc2)cc1OC	1	.	1	.	.	-14	0.3	-17
C[C@H](O)C#Cc1ccc([C@H]2[C@@H](CO)N3CCCCN(C(=O)c4cccc(F)c4)C[C@H]23)cc1	16	-2	-1	10	3	-2	0.0	26
C[C@@H]1CN([C@H](C)CO)C(=O)c2cc(-c3ccccc3)cnc2O[C@@H]1CN(C)Cc1ccccn1	31	2	-4	3	9	-6	-1.1	4
COc1ccccc1N1CCN(S(=O)(=O)c2c[nH]c(=O)[nH]c2=O)CC1	-3	0	-1	-4	1	18	0.3	.
Cc1ccc(C)c(NC(=S)N2CCC(NC(=O)C3CCCCC3)CC2)c1	22	-2	2	0	1	9	0.5	-5
COC(=O)COc1cccc(/C=N/NC(=O)CCSc2ccccc2)c1	.	7	.	-3	-2	-16	0.1	-7
CCOC(=O)c1sc2nc(C3CC3)cc(-c3ccc(OC)cc3)c2c1N	98*	.	-4	.	.	0	.	7
Cc1ccccc1-c1ccnc2[nH]n(-c3ccccc3)c(=O)c12	-1	24*	2	-3	-1	14	0.3	6
CC(C)C[C@@H](CNCC(=O)[C@H](Cc1ccccc1)NC(=O)c1[nH]cnc1C(=O)N[C@H](CN)CC(C)C)NC(=O)c1nc[nH]c1C(=O)N[C@@H](CC(=O)O)C(=O)O	13	-1	-11	-1	.	1	-0.1	.
CCC(C)(C)NC(=O)CN(C(=O)CCC(=O)Nc1nccs1)c1ccc(C)cc1	3	-6	0	-3	-1	9	0.0	-3
COc1ccc(S(=O)(=O)N(C)CC(=O)N2CCCC2)cc1Cl	2	-1	2	0	-5	-3	0.0	-17
COc1ccc(Cl)cc1NC(=O)c1cc(C)no1	-5	-2	-1	4	2	16	0.0	-1
CC1=C(C(=O)Nc2cccc(C(=O)NCc3ccc(F)cc3)c2)SCCO1	7	-2	-2	0	-5	-1	0.1	5
O=C(NCC(=O)N1CCN(c2ccccc2)CC1)c1ccccc1	-6	-5	-2	-5	1	-9	0.0	18
COc1ccc(NC(=O)NNc2cc(N3CCOCC3)nc(N3CCOCC3)n2)cc1	.	-1	.	-3	1	41	0.2	4
C[C@@H]1CN([C@@H](C)CO)C(=O)c2cc(-c3ccc(C#N)cc3)cnc2O[C@H]1CN(C)Cc1ccncc1	-28	-2	50	-10	0	1	-0.3	9
Cc1occc1C(=O)NNC(=O)c1ccccc1C(=O)O	.	-2	-2	-1	0	-10	0.0	2
C[C@@H]1CN([C@@H](C)CO)C(=O)c2cc(NS(=O)(=O)c3ccccc3)ccc2O[C@@H](C)CCCCO[C@H]1CN(C)Cc1ccc(C(F)(F)F)cc1	.	18*	-14	6	-1	24	0.3	-6
COc1ccc(CC(=O)NCc2cccc(Cl)c2)cc1S(=O)(=O)N1CCOCC1	-8	.	-1	11	0	-1	0.2	.
C[C@H](CO)N1C[C@H](C)[C@H](CN(C)C(=O)Nc2cccc3ccccc23)Oc2ccc(NC(=O)CCC(F)(F)F)cc2CC1=O	3	4	0	5	0	19	-0.1	-15
Cc1ccc(-c2c(NC(=O)c3ccco3)oc3ccccc3c2=O)cc1	4	1	-2	-5	-1	0	0.0	9
C[C@H](NC(=O)COc1ccc(Cl)cc1)C(=O)N1CCC2(CC1)NCCc1[nH]cnc12	10	1	0	1	-1	-17	0.4	-9
O=C(Nc1cccc(F)c1)[C@@H]1CCCN1	0	-2	1	-5	-2	4	0.1	6
